# Cycloheximide cs: counter-screen for Shiga toxin inhibitors: cycloheximide protein synthesis inhibition; cell reporter, cycloheximide protein synthesis inhibition counterscreen; max response, %; hit rate 12% among 300,000; in the data active = max response mostly above about 13%, no sharp cut-off; inactive = mostly below about 14%; note: read at 38.3 µM for the half of the compounds with a filed dose; 0% is about no effect
# Shiga toxin inh: blocks Shiga toxin action in Vero cells. Vero cells, Shiga toxin protein synthesis inhibition reporter. inhibition, % at 38.7 µM. hit rate 9.2% among 290,000. AID 2315; in the data active = inhibition mostly above about 28%, no sharp cut-off; inactive = mostly below about 43%; note: 0% is about no effect
# Pf growth 96h: P. falciparum growth inhibition at 96 hour, primary screen for plastid delayed-death inhibitors. P. falciparum luciferase reporter growth, 96 h. Potency, µM (series often up to 28.7 µM), for inactives: at the top dose activity change, negative = inhibition, most hits filed as inhibitors. hit rate 6.9% among 320,000. AID 504834; note: potency is the fitted concentration of half-maximal effect; % is set by controls: 0 for no effect and ±100 for the full control effect
#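 Plates of compound plus infected erythrocytes (2% hematocrit, 0.05% parasitemia final) incubate 96 hours, 37 C, 5% CO2. Detection reagent added; reduced luminescence from the parasites' luciferase reporter flags inhibition.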
# LmPK inh: inhibitors of Leishmania mexicana pyruvate kinase | hit rate 0.37% among 290,000 | Q27686 | purified LmPK, Kinase-Glo ATP luminescence, 1 h | Potency, µM (top dose mostly 57.5 µM), for the others: top-dose activity change, negative = inhibition, hits mostly inhibitors; note: potency is the fitted concentration of half-maximal effect; % is set by controls: 0 for no effect and ±100 for the full control effect
# Target sequence (Q27686 whole entry, looked up): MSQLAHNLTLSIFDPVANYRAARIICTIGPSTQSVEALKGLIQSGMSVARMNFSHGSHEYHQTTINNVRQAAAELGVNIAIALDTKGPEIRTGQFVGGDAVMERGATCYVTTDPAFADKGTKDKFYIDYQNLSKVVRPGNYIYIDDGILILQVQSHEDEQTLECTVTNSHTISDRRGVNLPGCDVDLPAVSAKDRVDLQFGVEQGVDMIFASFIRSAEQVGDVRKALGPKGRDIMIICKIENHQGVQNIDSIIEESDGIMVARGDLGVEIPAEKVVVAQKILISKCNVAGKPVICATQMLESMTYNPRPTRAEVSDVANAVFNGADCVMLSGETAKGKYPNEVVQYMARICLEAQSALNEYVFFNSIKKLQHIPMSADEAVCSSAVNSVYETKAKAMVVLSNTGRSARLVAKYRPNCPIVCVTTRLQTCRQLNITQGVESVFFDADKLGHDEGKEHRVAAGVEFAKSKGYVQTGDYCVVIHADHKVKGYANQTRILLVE
#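 Purified LmPK (0.1 nM) converted ADP (0.1 mM) to ATP with PEP (0.5 mM) in imidazole buffer pH 7.2 with KCl and MgCl2, 1 h at room temperature. ATP was read by Kinase-Glo luminescence; data normalized to uninhibited and no-enzyme controls.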
# Pf growth 48h: inhibits P. falciparum growth in the first generation, 48 h | Potency, µM (doses to about 28.7 µM), for the others: at the highest dose activity change, negative = inhibition, most hits filed as inhibitors | AID 504832 | hit rate 5.9% among 310,000 | P. falciparum luciferase growth in erythrocytes, 48 h; note: potency is the fitted concentration of half-maximal effect; % is set by controls: 0 for no effect and ±100 for the full control effect
#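 Here the parasites carry a stable luciferase gene and grow inside erythrocytes in Albumax-based RPMI medium with compound for one erythrocytic cycle. Activity is scored as loss of luminescent signal.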
# AmpC no deterg: inhibitors of E. coli AmpC beta-lactamase without detergent. P00811. AmpC nitrocefin hydrolysis, absorbance 480 nm, 0.0001% Triton. Potency, µM (doses to about 57.1 µM), without a hit: at the top dose activity change, negative = inhibition, most hits filed as inhibitors. hit rate 0.52% among 330,000. AID 485341;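 note: potency is the fitted concentration of half-maximal effect; plate controls were no compound for no effect and no enzyme for full effect; nearly all actives have a fitted effect of over 20% in size; some results filed as inactive show a strong effect at the top dose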
# Target sequence (P00811 whole entry, looked up): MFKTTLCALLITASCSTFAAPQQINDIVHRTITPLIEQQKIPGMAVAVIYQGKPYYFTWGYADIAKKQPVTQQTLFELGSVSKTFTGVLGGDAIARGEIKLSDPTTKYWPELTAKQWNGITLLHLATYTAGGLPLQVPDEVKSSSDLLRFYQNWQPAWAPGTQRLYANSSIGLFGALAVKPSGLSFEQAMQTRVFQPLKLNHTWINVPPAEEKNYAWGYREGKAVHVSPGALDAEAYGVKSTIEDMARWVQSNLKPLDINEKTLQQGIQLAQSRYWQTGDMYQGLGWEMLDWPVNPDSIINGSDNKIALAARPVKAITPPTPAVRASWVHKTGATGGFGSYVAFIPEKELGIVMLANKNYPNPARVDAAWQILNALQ
#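 AmpC (5.3 nM in the dispensed reagent) in 20 mM phosphate pH 7.0 with 0.01% (detergent screen) or 0.0001% Triton X-100 was preincubated with compounds for 15 min at room temperature. Nitrocefin was then added from an 800 uM solution, and hydrolysis was followed at 480 nm.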
# TbPYK inhibitor: blocks Trypanosoma brucei pyruvate kinase | AID 624173 | hit rate 0.12% among 410,000 | Potency, µM (highest dose often 76.8 µM), for the others: top-dose activity, negative = inhibition, actives largely listed as inhibitors | TbPYK enzyme, Kinase-Glo Plus ATP luminescence, 45 min; note: potency is the fitted concentration of half-maximal effect; % is set by controls: 0 for no effect and ±100 for the full control effect; nearly all actives have a fitted effect of over 50% in size
#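 Screened from lowest to highest concentration, compounds were pinned into TbPYK/substrate mixtures, and ADP (130 uM final) was added. Plates sat at room temperature for 45 min prior to Kinase-Glo Plus detection by luminescence.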
# * = called active by the depositor; ? = inconclusive; · = not tested or not shown; [ ] = remark or other dose. Unless noted, calls come from the whole dose curve; as a rule, active = well fitted curve in the direction sought with a large enough effect; inconclusive = small, poorly fitted or top-dose-only effect, or another doubt; inactive = no such curve, though single readings can be large; an effect the other way counts as inactive or inconclusive.
1. CCOc1ccc(Nc2n[nH]c(=S)s2)cc1
2. Cc1ccc(S(=O)(=O)N(C)c2ccc3c(ncn3C)c2[N+](=O)[O-])cc1
3. Nc1nc(Nc2ccccc2)nc(N2CCOCC2)c1[N+](=O)[O-]
4. O=C(NC1CC2CCC1C2)c1ccc(CN2CCOCC2)cc1 (stereo not drawn)
5. Cc1cccc(C)c1OCc1cc(C(=O)N2CCN(c3ccccc3)CC2C)no1 (stereo not drawn)
6. C=C(C)CNC(=S)NNC(=O)c1ccco1
7. COc1cccc(C(c2nnnn2CCc2ccccc2)N2CCN(c3ccccc3)CC2)c1OC (stereo not drawn)
8. COc1ccccc1-c1nnc(SCC(=O)Nc2c(Cl)cccc2Cl)o1

assay / compound	1	2	3	4	5	6	7	8
Cycloheximide cs	12.1	·	7.9	33.6*	15.9*	-1.5	-2.5	-2.0
Shiga toxin inh	42.7	·	-1.6	116.7*	26.0	17.3	4.4	-12.2
Pf growth 96h	2.94µM*	?	?	·	22.7%	·	?	?
LmPK inh	-3.4%	·	2.4%	-2.5%	-2.8%	6.8%	0.8%	8.9%
Pf growth 48h	?	?	-26.9%	46.9%[activator]	5.9%	13.4%	4.65µM*	-14.8%
AmpC no deterg	-20.4%	-7.8%	-15.3%	11.9%	45.1%	-6.2%	-2.5%	-22.6%
TbPYK inhibitor	-36.6%	-1.3%	-1.0%	0.6%	-2.8%	6.1%	-3.7%	4.5%

# The last four compounds of the section above open the next one.
5. Cc1cccc(C)c1OCc1cc(C(=O)N2CCN(c3ccccc3)CC2C)no1 (stereo not drawn)
6. C=C(C)CNC(=S)NNC(=O)c1ccco1
7. COc1cccc(C(c2nnnn2CCc2ccccc2)N2CCN(c3ccccc3)CC2)c1OC (stereo not drawn)
8. COc1ccccc1-c1nnc(SCC(=O)Nc2c(Cl)cccc2Cl)o1
9. NC(=O)COC(=O)c1cc(Cl)cc(Cl)c1N
10. COc1ccc(CNCC(=O)N2CCC3(CC2)OCCO3)cc1
11. CC1=C(C(=O)OC(C)C)C(c2ccc(Br)s2)NC(=O)N1 (stereo not drawn)
12. CC(=C/c1ccco1)/C=N/N1CCN(c2ccccc2)CC1
13. CN(Cc1cccs1)C(=O)CNC(=O)c1ccco1
14. Cc1cccc(OCC(=O)Nc2ccc3c(c2)OCO3)c1C
15. COc1cc2c(cc1N/C=C(\C#N)c1nc(-c3ccc(F)cc3)cs1)oc1ccccc12
16. COc1ccc2cc3cc(C(=O)Nc4ccccc4N4CCN(C)CC4)oc3nc2c1

assay / compound	5	6	7	8	9	10	11	12	13	14	15	16
Cycloheximide cs	15.9*	-1.5	-2.5	-2.0	-2.2	-1.1	-2.2	46.4*	22.3*	55.1*	-0.3	-2.5
Shiga toxin inh	26.0	17.3	4.4	-12.2	-9.7	17.1	-26.6	86.4*	58.2	67.1	-5.3	-21.0
Pf growth 96h	22.7%	·	?	?	?	20.7%	14.9%	·	55.8%[activator]	2.9%	?	?
LmPK inh	-2.8%	6.8%	0.8%	8.9%	-1.6%	-5.1%	-8.8%	15.8µM*	-9.1%	1.6%	9.5%	0.1%
Pf growth 48h	5.9%	13.4%	4.65µM*	-14.8%	-37.1%[5.75 µM]	13.4%	·	250.9%[activator]	69.0%[activator]	7.9%	9.28µM*	?
AmpC no deterg	45.1%	-6.2%	-2.5%	-22.6%	-9.7%[2.29 µM]	-11.9%	-16.8%	-30.0%	-13.5%	-32.6%	-13.5%	-2.0%
TbPYK inhibitor	-2.8%	6.1%	-3.7%	4.5%	0.7%	0.9%	-1.4%	·	-7.5%	-8.9%	2.5%	4.6%

17. CC(Sc1nnc(C2CC2)n1C)C(=O)Nc1ccc2c(c1)CCC2 (stereo not drawn)
18. COC(=O)c1cc(NS(=O)(=O)c2ccc(NCc3cccnc3)c(N)c2)cc(C(=O)OC)c1
19. CCN(CC)CCNC(=O)C1c2cc(OC)c(OC)cc2C(=O)N2CCc3ccccc3C12 (stereo not drawn)
20. COc1cc(OC)cc(-n2nc(C(=O)N3CCC4(CC3)OCCO4)c3ccccc3c2=O)c1
21. COc1ccc(NC(=O)Cc2cccc3ccccc23)cc1
22. COc1ccc(C(=O)NC(=S)N2CCCCC2)cc1[N+](=O)[O-]
23. Cc1ccc(SC(C)C(=O)O/N=C(\N)c2ccncc2)cc1 (stereo not drawn)
24. Cc1cccc(C)c1NC(=O)CNC(=O)C(Cc1ccccc1)NC(=O)c1ccccc1 (stereo not drawn)

assay / compound	17	18	19	20	21	22	23	24
Cycloheximide cs	·	-2.4	-3.0	-0.7	-0.7	-3.5	19.9*	-1.9
Shiga toxin inh	·	-17.3	-16.8	-6.9	-5.7	-2.8	-23.4	-4.3
Pf growth 96h	-24.7%	26.8%	?	-13.4%	12.9%	5.4%	?	?
LmPK inh	·	2.6%	2.3%	-13.5%	6.9%	-10.3%	-7.4%	-3.4%
Pf growth 48h	-11.7%	-5.9%	?	6.8%	6.4%	?	?	?
AmpC no deterg	-2.8%	-22.6%	0.7%	19.0%	-28.4%	-20.9%	46.3%	1.1%
TbPYK inhibitor	2.8%	-7.3%	0.1%	1.5%	-0.2%	?	2.5%	1.7%

25. CC(=O)OCC(=O)Nc1cc(S(=O)(=O)N2CCCCCC2)ccc1Cl
26. O=[N+]([O-])c1cc2c(cc1/C=N/n1c(-c3ccccc3)n[nH]c1=S)OCO2
27. Cn1c(O)c(C=NCCN2CCNCC2)c(=O)n(C)c1=O
28. N#Cc1ccccc1S(=O)(=O)N1CCN(C(=O)C2CCC2)CC1
29. CCOC(=O)/C(=N\Nc1ccccc1Cl)N1CCN(c2ccccc2OC)CC1
30. O=C(Nc1ccccc1N1CCOCC1)c1cccs1
31. CC(C)n1c(=O)c(C=Nc2ccc(F)cc2)c(O)n(Cc2ccco2)c1=O
32. COc1ccc(C)cc1-n1c(SCC(=O)Nc2cc(C)on2)nc2ccccc2c1=O

assay / compound	25	26	27	28	29	30	31	32
Cycloheximide cs	-3.6	43.1*	11.1	·	4.3	-1.7	6.0	8.4
Shiga toxin inh	13.5	55.0*	-12.4	·	-4.5	-2.9	45.0	61.3
Pf growth 96h	-5.9%	5.6%	9.28µM*	16.3%	?	?	?	?
LmPK inh	1.6%	13.3%	4.1%	·	2.7%	-3.4%	3.6%	4.9%
Pf growth 48h	6.7%	0.0%	3.5%	0.6%	?	6.7%	14.7µM*	0.0%
AmpC no deterg	-4.8%	-30.6%	-6.5%	-14.0%	0.7%[11.4 µM]	-16.2%	-22.0%	27.5%
TbPYK inhibitor	-4.5%	?	6.2%	-7.8%	7.1%	-3.9%	3.8%	-5.8%

33. CC(C)C[C@@H]1NC(=O)[C@H](Cc2ccc(O)cc2)NC(=O)c2cc([N+](=O)[O-])cc(I)c2NCCC[C@@H](C(N)=O)NC1=O
34. Cc1ccc(S(=O)(=O)C2(C(=O)N3CCCCCC3)CC2)cc1
35. NS(=O)(=O)c1ccc(CCNC(=O)c2cccnc2)cc1
36. Cc1ccc(NC(=O)COc2ccc(N3CC(C(N)=O)CC3=O)cc2)c(C)c1 (stereo not drawn)
37. O=C(c1ccc(S(=O)(=O)c2ccccc2)cc1)N1CCc2ccccc2C1
38. COC(=O)c1ccc(Cl)c(NC(=O)CSc2ncn[nH]2)c1
39. Cc1n[nH]c(C)c1NC(=O)c1cc([N+](=O)[O-])ccc1Cl
40. O=C(/C=C/c1ccco1)NCCc1ccc(F)cc1

assay / compound	33	34	35	36	37	38	39	40
Cycloheximide cs	-3.6	7.6	-2.2	-0.3	-4.2	-0.8	-5.0	57.1*
Shiga toxin inh	-10.7	15.5	7.9	-14.6	-4.1	-2.6	14.0	55.6*
Pf growth 96h	10.4µM*	4.15µM*	·	51.0%[activator]	56.2%[activator]	·	?	-8.8%
LmPK inh	0.8%	1.5%	-0.6%	0.9%	0.2%	-4.7%	-3.2%	6.5%
Pf growth 48h	?	-0.8%	?	-2.7%	-8.2%	3.1%	-12.0%	-12.7%
AmpC no deterg	3.98µM*	-4.0%	-15.3%	-4.7%	-19.0%	-9.2%	-40.4%	-25.1%
TbPYK inhibitor	-5.1%	-6.4%	-3.5%	1.0%	-6.2%	0.4%	-6.2%	0.0%

41. Cc1nc2nc(-c3ccc(Cl)cc3)cn2nc1C
42. CCOc1ccc(-c2nnn(CC#N)n2)cc1OC
43. Cc1ccc2cc(C)c3nnc(SCC(=O)N4CCCc5ccccc54)n3c2c1C
44. O=C(CNCCc1ccc(Cl)cc1Cl)NCc1ccco1
45. CSc1cccc(CN2CCC(n3nccc3NC(=O)C3CC3)CC2)c1
46. O=S(=O)(Cc1ccccc1)NCc1ccccn1
47. COCCN(C(=O)CSc1n[nH]c(-c2ccccc2)n1)c1c(N)n(Cc2ccccc2)c(=O)[nH]c1=O
48. Cn1c(SCC(=O)NCCc2ccccc2)ncc(C(=O)Nc2ccc(F)cc2)c1=O

assay / compound	41	42	43	44	45	46	47	48
Cycloheximide cs	38.5*	-3.2	1.7	-1.3	4.8	-1.0	·	·
Shiga toxin inh	92.7*	-5.8	-5.7	-11.1	-9.9	-15.5	·	·
Pf growth 96h	·	?	5.22µM*	4.6%	-1.4%	·	-7.7%	2.7%
LmPK inh	?	-3.1%	2.6%	-3.1%	5.5%	-2.8%	·	·
Pf growth 48h	233.8%[activator]	-12.6%	9.28µM*	13.6%	?	17.3%	?	-6.3%
AmpC no deterg	-10.6%	-15.8%	191.1%[activator]	-4.2%[11.4 µM]	-0.6%	-13.6%	-32.2%	-13.8%
TbPYK inhibitor	-3.0%	4.9%	·	3.5%	-11.0%	2.7%	-1.2%	-9.1%

49. C=CCSC1=Nc2sccc2C2=NC(=O)CN12
50. Cc1cccc2sc(NNC(=O)c3ccc(S(=O)(=O)N4CC(C)CC(C)C4)cc3)nc12 (stereo not drawn)
51. Cc1cc(C)c(S(=O)(=O)NCc2nc3nc(C)cc(C)n3n2)c(C)c1
52. Cc1c(Cl)c([N+](=O)[O-])nn1Cc1ccc(C(=O)N/N=C\c2cc(Cl)ccc2O)o1
53. CCCn1c(=O)c(C(=O)NNC(=O)c2ccccc2[N+](=O)[O-])c(O)c2ccccc21
54. Cc1ccccc1NC(=S)N1CCCN(Cc2ccc(F)cc2)C1

assay / compound	49	50	51	52	53	54
Cycloheximide cs	1.4	-2.6	-3.4	9.4	-3.2	22.5
Shiga toxin inh	-10.8	-2.5	-4.9	10.4	-28.3	-21.7
Pf growth 96h	23.4%	2.94µM*	11.7µM*	3.7µM*	-3.1%	4.6%
LmPK inh	4.1%	1.8%	-6.9%	3.2%	-5.7%	5.4%
Pf growth 48h	-2.6%	?	-7.3%	?	21.4%	-24.1%
AmpC no deterg	-33.2%	-43.0%	-18.0%	-31.4%	?	-22.5%
TbPYK inhibitor	-15.7%	-15.3%	3.1%	-8.0%	·	-5.0%

# High-throughput results as filed in PubChem BioAssay.
